# Compound activity: PubChem, Sanford-Burnham Center for Chemical Genomics
# hIAP act – increases human intestinal alkaline phosphatase activity. P09923. purified human IAP, CDP-Star luminescence, 30 min; hits give high values; 1 = vehicle-only enzyme, 0 = enzyme-free background. activation factor at 10 µM. 0.16% of 330,000 active. AID 2524;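 active = activation factor of the enzyme at least 2-fold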; note: the source names both 10 and 20 µM as test concentration; values of inactives mirror those of a sister screen read the other way
# Apaf-1 inh – inhibitors of human Apaf-1 apoptosome. inhibition, % at 20 µM. O14727. reconstituted apoptosome caspase-3 activity, DEVD-Rh110 fluorescence. AID 489030. 0.71% of 330,000 active; active = inhibition of at least 40% at 20 µM;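 note: plate controls were DMSO wells for no effect and DEVD-CHO caspase inhibitor wells for full effect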
# Target sequence (O14727 whole entry, looked up): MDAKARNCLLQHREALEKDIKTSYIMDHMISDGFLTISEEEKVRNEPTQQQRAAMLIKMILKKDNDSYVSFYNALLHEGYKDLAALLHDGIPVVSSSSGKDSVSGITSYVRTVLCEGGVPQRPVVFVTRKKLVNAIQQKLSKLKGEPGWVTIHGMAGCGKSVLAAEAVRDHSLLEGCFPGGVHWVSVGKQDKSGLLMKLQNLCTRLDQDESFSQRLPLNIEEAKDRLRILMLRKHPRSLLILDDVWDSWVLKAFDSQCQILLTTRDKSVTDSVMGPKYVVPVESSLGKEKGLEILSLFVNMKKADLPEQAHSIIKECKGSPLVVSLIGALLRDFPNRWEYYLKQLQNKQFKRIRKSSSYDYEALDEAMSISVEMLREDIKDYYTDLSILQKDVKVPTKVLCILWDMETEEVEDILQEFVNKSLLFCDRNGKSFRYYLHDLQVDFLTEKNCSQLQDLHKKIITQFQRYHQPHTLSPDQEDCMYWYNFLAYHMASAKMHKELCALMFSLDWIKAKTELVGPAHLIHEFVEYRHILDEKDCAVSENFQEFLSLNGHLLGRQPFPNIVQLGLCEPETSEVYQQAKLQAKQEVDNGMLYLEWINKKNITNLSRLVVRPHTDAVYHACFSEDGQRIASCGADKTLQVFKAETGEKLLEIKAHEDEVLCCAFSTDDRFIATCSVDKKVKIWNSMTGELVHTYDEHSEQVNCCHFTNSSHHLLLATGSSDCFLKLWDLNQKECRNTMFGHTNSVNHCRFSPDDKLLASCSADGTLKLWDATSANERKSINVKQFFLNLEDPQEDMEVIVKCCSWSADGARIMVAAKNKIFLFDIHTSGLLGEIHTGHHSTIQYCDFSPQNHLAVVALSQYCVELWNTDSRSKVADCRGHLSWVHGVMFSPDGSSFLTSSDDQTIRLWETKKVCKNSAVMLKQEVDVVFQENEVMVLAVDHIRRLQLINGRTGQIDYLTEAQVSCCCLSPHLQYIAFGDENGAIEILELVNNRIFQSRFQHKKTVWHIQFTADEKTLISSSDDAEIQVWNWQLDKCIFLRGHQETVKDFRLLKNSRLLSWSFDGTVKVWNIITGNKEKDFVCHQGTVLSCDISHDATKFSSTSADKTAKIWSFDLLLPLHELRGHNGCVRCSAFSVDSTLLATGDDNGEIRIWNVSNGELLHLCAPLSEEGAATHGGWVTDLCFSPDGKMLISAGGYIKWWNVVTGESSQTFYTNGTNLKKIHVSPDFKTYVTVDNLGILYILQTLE
#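 Assay system: Apoptosome proteins | Medium: pH 7.5 Hepes buffer with CHAPS, BSA, DTT | Also added: Cytochrome c and DEVD-Rh110 substrate | Times: 30 min plus 50 min, RT | Detection: Rhodamine 110 fluorescence at Ex 480/Em 540 nm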
# mIAP activ – mouse IAP activation; muIAP, CDP-Star luminescence, 30 min; hits give high values; 1 = vehicle-only enzyme signal, 0 = enzyme-free wells; activation factor at 10 µM; 0.24% of 330,000 active;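 active = activation factor of at least 2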; note: the source names both 10 and 20 µM as test concentration; values of inactives mirror those of a sister screen read the other way
#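 also added = chemiluminescent substrate CDP-Star | test system = mouse IAP enzyme | signal = chemiluminescence readout | compound = DMSO-dissolved test compounds | incubation = 30 min at room temperature | benchmarks = DMSO wells, no-enzyme wells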
# mIAP inh – mouse IAP inhibition. purified mouse IAP, CDP-Star luminescence, 30 min. inhibition, % at 10 µM. 0.2% of 330,000 active;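 active = inhibition of at least 40% at 10 µM in the primary screen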;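 note: plate controls were DMSO with enzyme for no effect and no enzyme wells for full effect; values of inactives mirror those of a sister screen read the other way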
# hIAP inh – blocks human intestinal alkaline phosphatase; P09923; purified IAP, CDP-Star luminescence, 30 min; inhibition, % at 10 µM; 0.12% of 330,000 active; AID 2544;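 active = inhibition reaching a set limit with compound at 10 µM in the primary screen, cut at about 35% in these data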;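 note: plate controls were DMSO wells with enzyme for no effect and no-enzyme buffer wells for full effect; values of inactives mirror those of a sister screen read the other way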
# tim10-1 inh – growth inhibitors of tim10-1 mutant yeast | S. cerevisiae tim10-1 ts strain growth, BacTiter-Glo, 24 h | inhibition, % at 20 µM | 2.2% of 330,000 active | AID 463190;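 active = inhibition of at least 40%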;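 note: mutant grown at 25 °C; 0% = DMSO wells with yeast and 100% = wells holding no yeast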
# TIM10 inh – growth inhibitors of TIM10 yeast strain | S. cerevisiae TIM10 strain growth, BacTiter-Glo luminescence, 24 h | inhibition, % at 10 µM | 1.4% of 330,000 active;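 active = inhibition of 40% or more at the single tested concentration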;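 note: wild-type TIM10 isogenic control strain grown at permissive 25 °C; 0% = DMSO yeast wells and 100% = minimal medium wells without yeast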
# NLRP3 yeast inh – NALP3 inhibition in yeast. Yeast reconstituted NLRP3/ASC/caspase-1, beta-gal luminescence, 24 h. inhibition, % at 10 µM. 0.39% of 330,000 active. AID 2825;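 active = inhibition of 50% or more; inactive = inhibition below 50%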;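 note: plate controls were induced DMSO wells for no effect and uninduced yeast grown without galactose for full effect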
# ATG4B inhibitor – ATG4B (human) cysteine protease inhibition | inhibition, % at 8.33 µM | 0.51% of 340,000 active | ATG4B cleavage of LC3-PLA2, NBD-HPC fluorescence, 1 h | Q9Y4P1 | AID 504462; in the data active = inhibition above about 40%
# * hit, by the source's call; nt = not tested or not shown.
SMILES,hIAP act,Apaf-1 inh,mIAP activ,mIAP inh,hIAP inh,tim10-1 inh,TIM10 inh,NLRP3 yeast inh,ATG4B inhibitor
COc1ccc(NC(=O)C2CCN(c3ncnc4c3nc3n4CCCCC3)CC2)cc1Cl,1.5,-2,1.2,-20,-53,-9,4,3,1
Cc1cccc(NC(=O)Cn2c(=O)n(CCC(=O)NC3CCCC3)c(=O)c3ccccc32)c1,1.1,6,1,-4,-7,9,-12,7,4
CCn1c(-c2ccco2)nc2ccccc21,0.88,-1,1,-1,12,9,5,13,0
COc1ccccc1-c1nc(-c2ccncc2)no1,0.88,-11,1,-4,12,6,15,4,-2
c1ccc(-c2cc3c(-n4cccc4)ncnc3o2)cc1,0.94,14,1.1,-6,6,17,15,20,-1
CC(C)CCNC(=O)NC(=O)CSc1nnc(COc2ccccc2Cl)o1,1,40,1.1,-12,-4,49*,25,1,-11
CCN(CC)CCN(C(=O)CCS(=O)(=O)c1ccccc1)c1nc2cc3c(cc2s1)OCO3,0.91,4,1,0,9,32,13,10,-5
O=c1cc(N2CCN(Cc3ccccc3)CC2)[nH]c(=O)n1-c1ccc(Br)cc1,1,12,0.93,7,-3,5,2,3,-4
CCCCNc1nc2c(-c3ccccc3)nnn2c2ccccc12,1.2,-1,1.2,-17,-17,1,-10,0,4
CC1(C)O[C@@H]2CC3C4C[C@H](F)C5=CC(=O)C=CC5(C)C4C(O)CC3(C)[C@]2(C(=O)CO)O1 (some centres undefined),1,7,1.2,-17,-2,1,2,5,-4
Cc1ccc(S(=O)(=O)NCCC(=O)NCc2ccco2)cc1,0.93,-9,0.99,1,7,8,1,14,3
COc1ccc(F)cc1S(=O)(=O)NCCN1CCOCC1,0.91,-8,0.96,4,9,-11,-2,16,3
Cc1ccc(NC(=O)C(C)c2cccc(C(=O)c3ccccc3)c2)cc1O (centres undefined),0.93,1,0.95,4,7,0,-5,11,-2
COc1ccc(C2(CNC(=O)c3ccc(Br)o3)CCOCC2)cc1,0.93,3,0.9,10,7,25,17,2,-7
C=C1C(C(=O)Nc2cccc(OC)c2)C1C(=O)Nc1cccc(OC)c1 (centres undefined),1.2,-6,1.1,-9,-19,-11,-1,20,-11
Cc1ccccc1Cn1cc(NC(=O)c2noc(C(C)C)c2[N+](=O)[O-])cn1,1.3,-4,0.94,6,-33,37,11,3,29
CCN(C[C@H]1N[C@@](Cc2ccccc2)(C(=O)OC)[C@H]2C(=O)N(Cc3ccccc3)C(=O)[C@@H]12)S(=O)(=O)c1ccc(C)cc1,0.82,22,0.95,5,18,13,11,-5,nt
Cc1ccccc1NS(=O)(=O)c1ccc2c(c1)NC(=O)CCS2,0.97,-6,1,-2,3,17,-2,17,-1
COc1ccc2nc(SCCN(C)C)[nH]c2c1,1,-7,1.1,-7,-2,8,12,23,-12
CCC(C)N(C(=O)CSc1nc(C)nc2ccccc12)C1CCS(=O)(=O)C1 (centres undefined),1,-10,1,-1,-4,11,5,12,-7
CCN1CCN(c2ccc([N+](=O)[O-])cc2C(=O)c2ccc(Cl)cc2)CC1,0.91,-5,0.86,14,9,2,5,13,-6
Cc1cc(C)c(NC(=O)COC(=O)CCn2c(C)csc2=O)c(C)c1,1,4,1,-3,-3,14,7,12,6
CCOC(=O)C1CCCN(C(=S)NC(=O)/C=C/c2ccc(F)cc2)C1 (centres undefined),0.61,9,1,0,39*,28,1,12,-5
CCc1[nH]nc2c1C(C(C)C)C(C#N)=C(N)O2 (centres undefined),0.95,4,0.94,6,5,3,-12,-1,-12
O=C(CCn1c(=O)oc2ccccc21)N1CCN(c2ccccc2Cl)CC1,1,14,0.9,10,0,18,25,7,-2

# Part of the list above, tab-delimited:
smiles	hIAP act	Apaf-1 inh	mIAP activ	mIAP inh	hIAP inh	tim10-1 inh	TIM10 inh	NLRP3 yeast inh	ATG4B inhibitor
COc1ccc2nc(SCCN(C)C)[nH]c2c1	1	-7	1.1	-7	-2	8	12	23	-12
CCC(C)N(C(=O)CSc1nc(C)nc2ccccc12)C1CCS(=O)(=O)C1 (centres undefined)	1	-10	1	-1	-4	11	5	12	-7
CCN1CCN(c2ccc([N+](=O)[O-])cc2C(=O)c2ccc(Cl)cc2)CC1	0.91	-5	0.86	14	9	2	5	13	-6

# No new results follow: two of the compounds above.
SMILES,hIAP act,Apaf-1 inh,mIAP activ,mIAP inh,hIAP inh,tim10-1 inh,TIM10 inh,NLRP3 yeast inh,ATG4B inhibitor
CCc1[nH]nc2c1C(C(C)C)C(C#N)=C(N)O2 (centres undefined),0.95,4,0.94,6,5,3,-12,-1,-12
O=C(CCn1c(=O)oc2ccccc21)N1CCN(c2ccccc2Cl)CC1,1,14,0.9,10,0,18,25,7,-2

# Remaining list, next part
SMILES,hIAP act,Apaf-1 inh,mIAP activ,mIAP inh,hIAP inh,tim10-1 inh,TIM10 inh,NLRP3 yeast inh,ATG4B inhibitor
COc1ccc(C)cc1S(=O)(=O)N(CC(=O)Nc1cccc([N+](=O)[O-])c1)c1ccccc1,1.1,12,0.93,7,-8,17,3,12,84*
NC(=S)Nc1cc(Cl)cc(Cl)c1,1.2,-7,1.2,-20,-19,9,6,-14,1
N#Cc1cc2c(nc1Cl)CCC2,1.2,-7,1.1,-7,-22,-6,-14,-15,-1
Nn1c(SCc2ccc(C(=O)O)cc2)nnc1-c1ccc(Cl)cc1Cl,1.1,-3,0.98,2,-7,-9,9,0,-4
O=C(Nc1nccs1)c1cn(-c2ccccc2)nc1-c1ccccc1,0.91,15,0.97,3,9,28,37,-12,-2
CCCN1C(=O)c2cc(C(=O)Nc3ccc(OC)c(OC)c3)ccc2C1Nc1ccc(OC)c(OC)c1 (centres undefined),1.4,10,1.1,-6,-44,2,11,4,-9
COc1ccc2sc(-c3ccccc3OC)c(-c3ccc(OCCN4CCOCC4)cc3)c2c1,nt,28,0.99,-4,nt,32,19,nt,0
CS(=O)(=O)N1CCC(C(=O)Nc2ccc(OCc3ccccc3)cc2)CC1,1,-3,1.1,-9,-5,-15,-20,4,5
CCC(=O)Nc1ccc(S(=O)(=O)N2CCCCC2)cc1OC,1,-2,0.99,1,-2,7,-7,1,-2
O=C(N/N=C/c1ccncc1)C1CC1C(=O)N/N=C/c1ccncc1 (centres undefined),1.1,2,1.1,-8,-5,-1,3,8,-2
CCC(C)C(NC(=O)OCc1ccccc1)C(=O)NC(Cc1ccc(O)cc1)C(=O)OC (centres undefined),1.1,-3,0.98,2,-8,7,-13,14,0
Clc1ccc(SCc2cc(-c3ccccc3)on2)cc1,0.75,-2,0.89,11,25,1,-2,20,1
Cc1occc1-c1nnc(SCC(=O)NC2CCCC2)n1-c1ccccc1,0.95,-4,1,-3,5,26,-3,18,-8
CCn1ncc(CNC(=O)C2(C)CC2(Cl)Cl)c1C (centres undefined),1,-12,0.92,8,-3,13,9,20,-2
Cc1cc(OCC(=O)N2CCC(C(=O)O)CC2)c2c(C)c(C)c(=O)oc2c1,0.91,-5,0.81,19,9,-2,-2,5,-7
CCc1ccc(C2NC(=S)NC3=C2C(=O)N(c2ccccc2OC)C(c2ccc(CC)cc2)N3)cc1 (centres undefined),0.79,30,1,0,21,25,31,-8,-15
COc1ccc(-n2c(CCc3ccccc3)n[nH]c2=S)cc1,1.2,-4,1,0,-18,2,19,26,-7
C/C(=N\NC(=O)C1COc2ccccc2O1)c1ccccn1 (centres undefined),1.3,3,0.99,1,-29,4,23,39,-4
Cc1ccc2oc(=O)cc(CN3CCN(Cc4ccccc4)CC3)c2c1,0.94,6,0.99,1,6,3,12,-10,2
Cc1cccc(NC(=O)[C@@H]2CCCN2C(=O)OC(C)(C)C)c1C,0.94,-1,1,-1,6,1,12,14,-2
COc1cccc(-c2nn(-c3ccccc3)cc2CNC(C)Cn2cncn2)c1 (centres undefined),1.1,-1,1,-3,-9,20,12,10,0
Cc1noc(C)c1CSCC(=O)N(C)CC(=O)Nc1ccccc1Cl,1.1,13,1.1,-6,-7,29,10,14,4
CC(Oc1ccc2ccc(=O)oc2c1)C(=O)c1ccccc1 (centres undefined),1,2,0.87,13,-3,-19,-13,12,-2
CCOC(=O)/C=C/C(=O)Nc1ccc(-c2nnc3n2CCCCC3)cc1,1.1,-3,1.1,-9,-14,10,1,5,-5
CCOc1ccc(S(=O)(=O)N2CCN(Cc3ccccc3)CC2)cc1,1.1,15,1,-3,-12,33,13,24,8
SMILES,hIAP act,Apaf-1 inh,mIAP activ,mIAP inh,hIAP inh,tim10-1 inh,TIM10 inh,NLRP3 yeast inh,ATG4B inhibitor
CC(=O)Nc1ccc(NC(=O)CSc2ccc(-c3cccnc3)nn2)cc1,1,2,0.98,2,-3,1,5,7,-9
CS(=O)(=O)N1CCc2cc(C(=O)NC3CC3)ccc21,0.97,-5,0.97,3,3,-12,-16,6,-16
COc1ccc(Cn2nnnc2C(c2cccs2)N2CCN(c3ccccc3)CC2)cc1 (centres undefined),0.9,9,1.1,-6,10,30,24,24,-8
CC(=O)N1CCN(c2ccnc3cc(Cl)ccc23)CC1,0.9,-6,1.1,-9,10,-7,-6,-11,3
N#C/C(=C\c1ccc(OC(F)F)cc1)C(=O)N1CCCCC1,1,-11,0.91,9,0,33,25,10,-1
CC(C)CCNC(=O)CN1N=C(c2ccc(Cl)cc2)CCC1=O,0.94,1,1,-3,6,6,3,11,-4
CC1CC(C)CN(S(=O)(=O)c2ccc(C(=O)NNC(=O)c3ccccc3F)cc2)C1 (centres undefined),1.4,-3,0.99,1,-38,13,6,14,13
COc1ccccc1NC(=O)c1ccc(COc2ccc3c(c2)CCC3)cc1,1,10,0.99,1,-1,12,-4,11,4
CCCc1cc(=O)oc2cc(OC(C)C(=O)NCC3CCC(C(=O)O)CC3)c(Cl)cc12 (centres undefined),0.94,-7,0.96,4,6,11,7,10,-16
CCOC(=O)/C=C/C(=O)N1CCN(C(=O)/C=C/C(=O)OCC)CC1,1.2,-12,1.1,-6,-17,17,3,17,-3
Cc1ccc(N2CC(C(=O)OCc3nnc(-c4ccccc4)o3)CC2=O)cc1 (centres undefined),0.99,7,0.99,1,1,36,6,13,0
COc1cc(NS(=O)(=O)c2ccc(NC(=S)NC(=O)C(C)(C)C)cc2)nc(OC)n1,0.85,-2,0.9,10,15,13,4,13,-12
O=C(Nc1cccc(F)c1)OC(CN1CCCCC1)C(F)(F)F (centres undefined),0.78,-6,1,-4,22,22,8,22,2
CCOC(=O)c1c(C)n(C)c2ccc(OC)c(NC(=O)CN3CCSCC3)c12,1.1,-3,0.97,2,-10,7,5,-1,-19
COc1ccccc1N1CCN(C(=O)CCCn2nc(C)c([N+](=O)[O-])c2C)CC1,1,-29,0.74,26,-2,5,10,1,25
CCOC(=O)C1=C(C)N(CCCC(=O)O)C(=O)NC1c1ccc(Br)cc1 (centres undefined),1,4,1,-4,-3,1,1,7,nt
CCN(C(=O)CCNC(=O)Cn1cnc2ccccc2c1=O)c1ccccc1F,1.2,10,1,-2,-19,11,-2,-5,3
CN(C)c1ccc(/C=N/NC(=O)c2ccc3c(c2)OCO3)cc1,1.1,-1,0.97,3,-15,-17,2,6,-12
O=C(CN1C(=O)S/C(=C\c2ccc(Cl)cc2)C1=O)NCCCn1ccnc1,1,7,1,0,0,0,-15,4,1
Cc1ccc(CN2CC(C(=O)N3CCN(c4ccccc4Cl)CC3)CC2=O)cc1 (centres undefined),0.81,4,1.1,-10,19,23,17,19,5
COc1ccc(CCNC(=O)CCC(=O)NC2CCCCC2)cc1OC,1.2,-1,1,-1,-16,16,2,23,8
CC1CCCC(C)N1C(=O)COC(=O)c1cccnc1Cl (centres undefined),0.91,0,1,-1,9,-14,7,28,-6
COC(=O)C1CN(C(=O)C(C)Oc2cc(C)ccc2C(C)C)c2ccccc2O1 (centres undefined),1.1,24,1,-4,-8,21,22,9,1
